ASM inhibitor: Inhibitors of Secretory Acid Sphingomyelinase (S-ASM): qHTS | Sphingomyelin phosphodiesterase (Homo sapiens), P17405 | placental ASM, HMU-PC fluorogenic substrate, 60 min | Potency, µM (series often up to 57.5 µM), inactives show top-dose activity change, negative = inhibition, usual class: inhibitors | 340,000 compounds, 0.006% hits | AID 504937, 2011; further: potency means the concentration at half of the fitted maximal effect
Target sequence (P17405 47-631 limits assumed): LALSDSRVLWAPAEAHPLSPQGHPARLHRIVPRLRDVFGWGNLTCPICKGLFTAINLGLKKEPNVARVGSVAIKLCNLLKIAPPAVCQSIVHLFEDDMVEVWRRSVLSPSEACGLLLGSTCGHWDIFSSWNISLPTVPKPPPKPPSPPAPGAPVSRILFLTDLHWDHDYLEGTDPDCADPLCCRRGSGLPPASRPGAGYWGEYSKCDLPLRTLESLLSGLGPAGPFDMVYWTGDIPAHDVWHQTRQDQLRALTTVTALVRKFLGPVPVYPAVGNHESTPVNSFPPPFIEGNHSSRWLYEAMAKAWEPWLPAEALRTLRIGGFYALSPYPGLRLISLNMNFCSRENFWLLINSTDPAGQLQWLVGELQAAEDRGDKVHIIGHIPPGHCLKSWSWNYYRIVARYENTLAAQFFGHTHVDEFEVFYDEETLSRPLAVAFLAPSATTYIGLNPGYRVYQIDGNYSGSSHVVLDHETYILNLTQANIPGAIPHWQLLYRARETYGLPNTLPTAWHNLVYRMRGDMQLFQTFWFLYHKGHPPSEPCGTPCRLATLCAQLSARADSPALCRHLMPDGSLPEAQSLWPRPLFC
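Fluorogenic HMU-PC substrate (9 uM final) is turned over by placental ASM in 60 min at 37 C after a 10 min compound preincubation. Reaction ended by alkaline stop (pH 10), with fluorescence read at 386/447 nm.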
uPA surface inh: qHTS for Inhibitors of Cell Surface uPA Generation; cell surface uPA generation assay, qHTS; Potency, µM (highest dose often 38.3 µM), without a hit: at the highest dose activity change, negative = inhibition, most hits filed as inhibitors; 330,000 compounds, 0.31% hits; active means well fitted inhibition curve with a large enough effect; inconclusive means small, poorly fitted or top-dose-only effect; inactive means no such curve, though single readings can be large or run the other way; tested in mouse RAW 264.7 cells; further: potency means the concentration at half of the fitted maximal effect; on the % scale 0 is the no-effect control and ±100 the full control effect; nearly all actives have a fitted effect of over 55% in size
TRPV1 agonist: HTS Assay for Compounds that Act as Agonists of the Vanilloid Receptor 1; Transient receptor potential cation channel subfamily V member 1 (Homo sapiens), Q8NER1; TRPV1-expressing cells, Fluo-8 calcium influx, agonist mode; activation, % at 8.33 µM; 320,000 compounds, 0.19% hits; AID 540275, 2011; in the data active means activation above about 80%; inconclusive means between about 30% and that limit; further: 0% is about no effect
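Fluo-8 calcium influx in TRPV1-expressing cells, kinetic read (ex 480/em 520 nm). Compound added and read 3 min for agonist activity, followed by capsaicin at EC20 final and 2 min further read for enhancement.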
a7 integrin act: qHTS for Activators of Integrin-Mediated Alleviation for Muscular Dystrophy | 350,000 compounds, 0.064% hits | alpha7betagal myoblasts, beta-gal FDG fluorescence, 48 h | Potency, µM (titrated, usually from 38.3 µM), without a hit: at the top dose activation, hits mostly activators;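 further: potency means the concentration at half of the fitted maximal effect; 100% = response of the positive control SU9516; nearly all actives have a fitted effect of over 60% in size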
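Alpha7betagal+/- myoblasts (passage 13) were plated 16-24 hr, then exposed to compounds (1:260 dilution of DMSO stock) for 48 hours at 37C. After MPER lysis, β-galactosidase reporter activity was read as FDG fluorescence (ex 480/em 540) after 30 minutes.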
TSG101-PTAP inh: qHTS Assay for Iinhibitors of HIV-1 Budding by Blocking the Interaction of PTAP/TSG101; Tumor susceptibility gene 101 protein (Homo sapiens), Q99816; Fluorescence polarization, FITC-PTAP peptide / Tsg101 binding; Potency, µM (titrated, usually from 115 µM), inactives show at the top dose activity change, negative = inhibition, actives largely listed as inhibitors; 340,000 tested, under 10 active; active means well fitted inhibition curve with a large enough effect in the main read-out, with a control signal flat, not every such curve was filed as active; inconclusive means small, poorly fitted or top-dose-only effect, or effect the other way, or a change in a side signal; inactive means no such curve, though single readings can be large or run the other way; further: potency means the concentration at half of the fitted maximal effect; % of control where 0% means no effect
Target sequence (Q99816 whole entry, looked up): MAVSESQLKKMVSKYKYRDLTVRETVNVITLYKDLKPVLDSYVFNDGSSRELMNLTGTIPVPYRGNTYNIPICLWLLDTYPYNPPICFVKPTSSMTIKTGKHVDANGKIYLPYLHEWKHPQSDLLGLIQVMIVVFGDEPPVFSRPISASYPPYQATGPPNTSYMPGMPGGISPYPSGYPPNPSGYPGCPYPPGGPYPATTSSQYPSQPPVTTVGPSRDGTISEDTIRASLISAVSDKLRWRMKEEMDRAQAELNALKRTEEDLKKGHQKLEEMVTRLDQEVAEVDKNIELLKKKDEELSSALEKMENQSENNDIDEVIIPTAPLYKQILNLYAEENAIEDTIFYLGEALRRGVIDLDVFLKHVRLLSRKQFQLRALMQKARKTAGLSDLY
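Tsg101 binding domain (10 uM final) was mixed with compound and a FITC-labeled PTAP peptide (50 nM final) in HEPES pH 7.5 buffer with NaCl, Tween 20, EDTA and TCEP; fluorescence polarization was read after 20 min at r.t.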
Eya2 inh: qHTS Assay for Inhibitors of the Phosphatase Activity of Eya2 | Potency, µM (highest dose often 76.9 µM), for the others: at the top dose activity, negative = inhibition, actives largely listed as inhibitors | AID 488837, 2010 | Protein phosphatase EYA2 (Homo sapiens), O00167 | recombinant Eya2, OMFP fluorescence dephosphorylation (OMFP is methylfluorescein phosphate) | 330,000 compounds, 0.006% hits; further: potency means the concentration at half of the fitted maximal effect; on the % scale 0 is the no-effect control and ±100 the full control effect
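Eya2 protein (added as 0.2 uM solution) was preincubated with compound for 10 min at ambient temperature in 50 mM HEPES pH 7.5, 50 mM NaCl, 5 uM MgCl2, 0.05% BSA, 1 mM DTT. OMFP (added at 50 uM) then reacted 10 min; fluorescence read at 485/525 nm.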
BRCA1 expr up: qHTS Assay to Identify Small Molecule Activators of BRCA1 Expression | MCF7-BRCA1-FFLuc reporter, luminescence, 48 h; response scale: scaled: vehicle 0%, 10 µM genistein 100% | Potency, µM (highest dose often 46.1 µM), without a hit: top-dose activation, most hits filed as activators | 380,000 compounds, 1.1% hits | AID 624202, 2012; further: potency means the concentration at half of the fitted maximal effect; nearly all actives have a fitted effect of over 80% in size; some results filed as inactive show a strong effect at the top dose
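Reporter cells (MCF7, BRCA1 promoter-firefly luciferase) received library compounds across a concentration series for 48 h. End-point luminescence was measured and concentration-effect curves derived after normalization.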
USP2a inh: qHTS Assay for Inhibitors of Ubiquitin-specific Protease USP2a Using CHOP2 as the Reporter; Ubiquitin carboxyl-terminal hydrolase 2 (Homo sapiens), O75604; 330,000 compounds, 0.01% hits; Potency, µM (titrated, usually from 38.3 µM), for the others: top-dose activity change, negative = inhibition, hits mostly inhibitors; USP2 core, Ub-CHOP2 coupled fluorogenic reporter, 485/531;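 further: potency means the concentration at half of the fitted maximal effect; plate controls were DMSO wells for no effect and full inhibition by NEM control for full effect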
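USP2 core (10nM final) preincubated 30min RT with compound in 20mM Tris-HCl pH 8.0, 2mM CaCl2, 2mM beta-mercaptoethanol, 0.05% CHAPS; 25nM Ub-CHOP2 plus 25nM reporter substrate added, fluorescence (Ex485/Em531) read after 60min.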
p53 reactivation: qHTS assay for re-activators of p53 using a Luc reporter; 320,000 compounds, 0.063% hits; Potency, µM (doses to about 92.2 µM), for inactives: at the top dose activity change, positive = activation, most hits filed as activators; AID 504706, 2011; H1299 p53-A138V BP100-luciferase reporter, luminescence, 24 h; further: potency means the concentration at half of the fitted maximal effect; % of control where 0% means no effect; nearly all actives have a fitted effect of over 45% in size
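H1299 (p53-null), stable ts p53-A138V + BP100-Luc; 1000 cells/well, Opti-MEM/10% FBS; cpd 4 pt, 1:5; 24 h, 37 deg C, 5% CO2; detection reagent 10 min RT; luminescence.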
ELG1 genotox: qHTS screen for small molecules that induce genotoxicity in human embryonic kidney (HEK293T) cells expressing luciferase-tagged ELG1 | Potency, µM (top dose mostly 46 µM), for inactives: at the top dose activity change, positive = activation, hits mostly activators | 330,000 compounds, 1.3% hits | HEK293T ELG1-luciferase reporter, luminescence, 16 h; further: potency means the concentration at half of the fitted maximal effect; % of control where 0% means no effect; nearly all actives have a fitted effect of over 60% in size
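Genotoxicity was scored as increased ELG1-luciferase reporter signal, measured by ONE-Glo luminescence (30 min, room temperature). Compound or vehicle exposure of the HEK293T reporter cells lasted 16 hr at 37°C.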
B2AR arrestin: qHTS assay of beta-arrestin-biased ligands of beta2-adrenergic receptor | AID 492947, 2010 | 330,000 compounds, 0.02% hits | beta-arrestin recruitment to beta2AR, cell-based reporter | Potency, µM (highest dose often 46.1 µM), inactives show top-dose activation, hits mostly activators;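 further: potency means the concentration at half of the fitted maximal effect; 0% = DMSO controls and full agonism = EC100 isoproterenol or metaproterenol; nearly all actives have a fitted effect of over 65% in size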
The depositor's hits bear a star; ? = inconclusive; nt = no result given; [ ] = another dose, or the depositor's remark. Unless noted, the call rests on the fitted dose curve; in most records, active means well fitted curve in the direction sought with a large enough effect; inconclusive means small, poorly fitted or top-dose-only effect, or another doubt; inactive means no such curve, though single readings can be large; an effect the other way counts as inactive or inconclusive.

SMILES	ASM inhibitor	uPA surface inh	TRPV1 agonist	a7 integrin act	TSG101-PTAP inh	Eya2 inh	BRCA1 expr up	USP2a inh	p53 reactivation	ELG1 genotox	B2AR arrestin
COC(=O)CSc1nc(N)c(C#N)c(-c2ccc(O)cc2)c1C#N	0%	3%	0	?	-6%	?	-60%	5%	-10%	1%	-0.3%
N#Cc1ccccc1NCC(=O)N1CCN(S(=O)(=O)c2ccccc2)CC1	3%	5%	2	12%	0%	-14%	2%	-4%	-1%	-1%	0.4%
CCOc1ccccc1CN1CCN(Cc2c[nH]c3ccccc23)CC1CCO (stereo unspecified)	2%	-25%	8	-60%	-1%	-5%	-20%	0%	nt	-5%	-0.8%
Fc1ccc(N/N=C(/c2ccccc2)c2ccccn2)cc1	-3%	-8%	2	?	0%	-6%	16%	0%	19%	-1%	-2.0%
Cc1cc(NC(=O)C2Oc3ccccc3OC2C)no1 (stereo unspecified)	-2%	-8%	5	29%	-7%	12%	-29%	-4%	0%	2%	-0.1%
O=c1cc(-c2ccc(O)cc2)oc2c(C3OCC(O)C(O)C3O)c(O)c(C3OC(CO)C(O)C(O)C3O)c(O)c12 (stereo unspecified)	-1%	-2%	-2	-15%	-2%	2%	-1%	-5%	3%	0%	-0.1%
O=C1[C@@H]2[C@@H]3C[C@@H]([C@H]4ON=C(c5ccc(OCc6ccccc6)cc5)[C@@H]34)[C@@H]2C(=O)N1c1ccc2c(c1)OCO2	-1%	4%	-1	4%	0%	-7%	-6%	-1%	16%	1%	0.1%
CC(C)CC(=O)Nc1nnc(SCC(=O)Nc2ccc(F)cc2)s1	2%	1%	1	0%	-2%	2%	-52%	2%	3%	-6%	0.1%
Cc1cccc(C(=O)NNS(=O)(=O)c2ccccc2)c1O	-4%	-1%	0	-8%	0%	5%	-6%	-2%	2%	-1%	-1.0%
CN1C(=O)c2cccc(NC(=O)Cc3ccccc3)c2C1=O	0%	8%	14	15%	1%	-13%	15%	4%	1%	1%	0.2%
COc1cc(OC)cc(C(=O)NNC(=O)Cc2cccs2)c1	0%	-3%	nt	-29%	-8%	4%	-1%	-2%	-1%	-1%	-0.5%
O=C1Nc2ccccc2Oc2cc([N+](=O)[O-])ccc21	0%	-9%	3	-5%	-4%	17%	-39%	-1%	-6%	-1%	0.1%
COc1ccccc1OCCCCn1ncc2ccc(OC)c(OC)c2c1=O	0%	11%	-4	-8%	0%	0%	-39%	6%	-3%	-7%	-0.1%
CC1CCCC(NC(=O)C2c3ccccc3C(=O)N2Cc2cccs2)C1C (stereo unspecified)	nt	-1%	3	7%	-5%	-2%	-35%	3%	7%	-1%	-1.5%
Cc1ccc(N(CC(=O)NCc2ccc(F)cc2)C(=O)c2snc(C(N)=O)c2N)cc1C	332%[activator]	7%	9	0%	0%	-10%	-31%	7%	-3%	10%	0.3%
O=C(CSc1nc2ccccc2s1)NCC1CCCO1 (stereo unspecified)	-3%	4%	1	0%	-2%	-2%	15%	1%	?	10%	3.9%
Cc1nn(-c2ccccc2)c2c1C(c1cccc([N+](=O)[O-])c1)N(c1ccccc1)C(=O)N2 (stereo unspecified)	-2%	1%	-1	-4%	-2%	1%	1%	0%	0%	3%	0.3%
COc1ccc(OCC(=O)Nc2cccc(OC)c2)cc1	3%	5%	13	8%	-3%	-8%	2%	0%	28%	?	0.3%
CCOC(=O)c1sc(=S)n(CC)c1NC(=O)C1CC1	5%	-2%	2	43%	-4%	-9%	-16%	3%	7%	-3%	-0.1%
Cc1ccccc1N(CC(=O)Nc1ccc(F)cc1)S(C)(=O)=O	2%	-6%	10	8%	-2%	14%	0%	-2%	7%	2%	-0.5%
CC1CCCCC1NC(=O)c1ccco1 (stereo unspecified)	-1%	-1%	-1	13%	-4%	-4%	-1%	-2%	9%	0%	-0.2%
COC(=O)CC1=C(C)C(=O)CC2C(C)(C)CCCC12C (stereo unspecified)	4%	12%	8	4%	-4%	-4%	10%	2%	-2%	1%	0.3%
O=C(O)c1ccccc1/C=N/N1CCN(C2c3ccccc3-c3ccccc32)CC1	-1%	-2%	0	16%	-7%	-6%	0%	0%	-2%	-2%	-0.9%
COc1cccc(CN2CCN(Cc3nc(C(C)C)cs3)CC2CCO)c1 (stereo unspecified)	4%	-4%	0	-6%	-3%	3%	-17%	1%	-2%	-7%	-1.1%
COc1ccccc1NC(=O)c1cc([N+](=O)[O-])ccc1N1CCOCC1	-4%	-9%	0	2%	-1%	2%	-28%	-2%	7%	7%	-1.0%
CSc1ccccc1OCc1cc(C(=O)N(C)CCc2c(C)n[nH]c2C)no1	-1%	4%	-17	-11%	0%	11%	2%	-2%	-9%	-3%	-0.9%
CNC(=O)/C(C#N)=C/c1cccc(Oc2ccccc2)c1	-1%	1%	10	-15%	3%	?	11%	0%	?	?	-0.6%
CN=C(NC(=O)Nc1c(C)cccc1C)NC(=O)Nc1c(C)cccc1C	1%	1%	0	2%	-5%	9%	-4%	1%	8%	1%	0.0%
CC1(C)S[C@@H]2[C@H](NC(=O)COc3ccccc3)C(=O)N2C1C(=O)OCc1cc2ccccc2n1S(=O)(=O)c1ccccc1 (stereo partly specified)	nt	nt	4	nt	nt	-10%	nt	-26%	8%	-2%	-1.4%
O=C(NCCCN1CCOCC1)c1c(O)c2cc(Br)cc(Br)c2[nH]c1=O	3%	-8%	4	17%	-16%	0%	3%	2%	-1%	-2%	0.0%
CCOC(=O)c1sc2nc(SC)nc(-c3ccccc3)c2c1N	3%	4%	-1	67%	-5%	-2%	-6%	2%	0%	4%	-0.5%
COc1ccc(C(=O)/C=C/Nc2ccc(S(=O)(=O)Nc3onc(C)c3C)cc2)cc1	10%	-4%	-1	11%	-5%	1%	3%	6%	?	15%	0.0%
Cc1onc(-c2ccccc2Cl)c1C(=O)OCc1cnc(Cl)s1	-2%	?	9	-26%	-2%	-3%	-6%	2%	-3%	-6%	0.0%
O=C(c1cc(F)ccc1F)N1CCC(N2CCC(C(=O)N3CCCC3)CC2)CC1	10%	-6%	0	22%	-4%	9%	-8%	2%	9%	4%	0.2%
S=C(NCc1ccco1)N1CCN(Cc2ccc(Cl)cc2Cl)CC1	1%	2%	?	-37%	-1%	-14%	-39%	1%	-2%	-10%	0.1%
Cc1ccc(C(C)C)cc1C(=O)CC1(O)C(=O)N(C)c2ccccc21 (stereo unspecified)	-1%	2%	5	7%	-2%	3%	-24%	2%	-2%	-7%	0.2%
O=C(CNC(=O)c1ccc(Cl)cc1Cl)OCc1nnc(-c2ccccc2Br)o1	-1%	2%	nt	13%	-9%	-17%	19%	-1%	1%	-2%	-0.4%
COc1cccc(C(=O)CC(=O)C(=O)Nc2cc(OC)ccc2OC)c1	-3%[11.5 µM]	0%	3	-19%	-7%	-6%	-21%	0%	-6%	-6%	0.0%
Fc1ccc(NC(=S)N2CCCc3ccccc32)cc1	1%	-6%	-2	-51%[inhibitor]	1%	-3%	4%	3%	25%	-2%	-0.3%
CCOC(=O)N1CCN(c2nc(-c3ccccc3)c3cc(C)ccc3n2)CC1	474%[activator]	5%	-1	13%	-4%	-3%	-1%	-2%	2%	-2%	-0.6%
NC(=O)c1ccc(NC(=O)CCc2nc3ccccc3s2)cc1	3%	1%	?	-19%	-3%	1%	-20%	2%	16%	15%	-0.1%
Cn1c(=O)[nH]c(=O)c2c1nc(N1CCN(c3cccc(Cl)c3)CC1)n2CCCc1ccccc1	nt	nt	0	nt	nt	6%	nt	-2%	14%	1%	-0.1%
O=C1CN(c2ccccc2)C(=O)N1	6%	0%	-1	-2%	-1%	-23%	-11%	4%	7%	1%	0.1%
